# Bioassay records from PubChem.
# Lipid storage S3 = qHTS Assay for Lipid Storage Modulators in Drosophila S3 Cells. AID 2685. Drosophila S3 cells, BODIPY lipid droplet fluorescence, 18-24 h; cells fed with added oleic acid. lipid storage change, negative = inhibition, % at the top dose, mostly 46.1 µM; hits show Potency in µM. 320,000 compounds, 0.64% hits; active = well fitted inhibition curve with a large enough effect in the signal ratio, with a control signal flat, not every such curve was filed as active; inconclusive = small, poorly fitted or top-dose-only effect, or effect the other way, or a change in a side signal; the % refers to the signal ratio
#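 Drosophila S3 cells loaded with oleic acid (400 uM, as added) and compounds at several concentrations; lipid droplets imaged by 488-nm laser-scanning cytometry, 500–530 nm intensity and object ratio to cell channel. Percent activity normalized to 20 uM Triacsin C.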
# Lipid storage S3 cell count max = second read-out of Lipid storage S3, no call of its own (marks repeat the call); cell number change, %; measured here: cell count max response;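 cells counted by Cell Tracker Red CMTPX staining in the red channel; peak over a dose series mostly up to 46.1 µM; percent activity relative to internal control wells on each plate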
# The depositor's hits bear a star; i = inactive; ? = inconclusive; . = no result given. % is scaled to controls: 0 for no effect and ±100 for the full control effect; potency is read from the fitted curve at half-maximal effect. This is a subset (hit frequency here may not be typical).
# Preview (2 entries):
COc1cccc(C(=O)CC(C(=O)O)c2ccc(Cl)cc2)c1 (stereo unspecified)
  Lipid storage S3 = -10%
  Lipid storage S3 cell count max = 13
Cc1ccc2ncc(NC(=O)c3ccc(F)cc3)c(=O)n2c1
  Lipid storage S3 = ?
  Lipid storage S3 cell count max = .

# The list itself, repeating the preview:
COc1cccc(C(=O)CC(C(=O)O)c2ccc(Cl)cc2)c1 (stereo unspecified)
  Lipid storage S3 = -10%
  Lipid storage S3 cell count max = 13
Cc1ccc2ncc(NC(=O)c3ccc(F)cc3)c(=O)n2c1
  Lipid storage S3 = ?
  Lipid storage S3 cell count max = .
O=C(CN1C(=O)COc2ccccc2C1=O)c1ccc2c(c1)OCCO2
  Lipid storage S3 = -23%
  Lipid storage S3 cell count max = .
CC1CCCN(S(=O)(=O)c2ccc(S(=O)(=O)NC(C)c3cccs3)cc2)C1 (stereo unspecified)
  Lipid storage S3 = ?
  Lipid storage S3 cell count max = .
CCC1Nc2ncnc(N3CCCCC3)c2N(Cc2ccc(Br)cc2)C1=O (stereo unspecified)
  Lipid storage S3 = ?
  Lipid storage S3 cell count max = .
O=C(Nc1ccc(Oc2cccnc2)cc1)c1ccccc1F
  Lipid storage S3 = -6%
  Lipid storage S3 cell count max = -17
CC(C)(C)OC(=O)N[C@@H](C(=O)OC(C)(C)C)c1ccccc1
  Lipid storage S3 = 10%
  Lipid storage S3 cell count max = -21
CC(C)CC(NC(=O)C(CC(C)C)NC(=O)C(Cc1ccc(OCc2ccccc2)cc1)NC(=O)OC(C)(C)C)C(N)=O (stereo unspecified)
  Lipid storage S3 = ?
  Lipid storage S3 cell count max = .
O=C(NCCc1ccccn1)c1nc(Cn2cc(Br)cn2)no1
  Lipid storage S3 = ?
  Lipid storage S3 cell count max = .
COC(=O)c1ccc(COc2ncnc3c(Cl)cc(Cl)cc23)o1
  Lipid storage S3 = ?
  Lipid storage S3 cell count max = .
O=C(CC1SC(=O)N(c2ccccc2)C1=O)Nc1ccc(Br)cc1 (stereo unspecified)
  Lipid storage S3 = -18%
  Lipid storage S3 cell count max = -2
COc1ccc(C(=O)NC(=S)Nc2ccc3oc(=O)ccc3c2)cc1OC
  Lipid storage S3 = 19%
  Lipid storage S3 cell count max = 5
COCCNS(=O)(=O)c1ccc(F)c(OC)c1
  Lipid storage S3 = 21µM*
  Lipid storage S3 cell count max = 2.2*
Cc1nn(Cc2c(F)c(F)c(F)c(F)c2F)c(C)c1NC(=O)c1ccc(COc2ccc(F)cc2)o1
  Lipid storage S3 = ?
  Lipid storage S3 cell count max = .
N=C1CCC(=N)c2c1c(O)c1ccccc1c2O
  Lipid storage S3 = ?
  Lipid storage S3 cell count max = .
C=C1CCN([C@H](C(=O)NCc2ccc(Cl)c(Cl)c2)C(C)C)S(=O)(=O)c2ccccc21
  Lipid storage S3 = ?
  Lipid storage S3 cell count max = .
CN(C(=O)COC(=O)c1cc(NS(=O)(=O)c2cc([N+](=O)[O-])ccc2Cl)ccc1O)C1CCCCC1
  Lipid storage S3 = ?
  Lipid storage S3 cell count max = .
Cc1cc(C(=O)COC(=O)CNC(=O)c2ccccc2)c(C)n1CC1CCCO1 (stereo unspecified)
  Lipid storage S3 = ?
  Lipid storage S3 cell count max = .
CC(=O)N1C(=O)c2cccc3cccc(c23)C(=O)N1C(C)=O
  Lipid storage S3 = ?
  Lipid storage S3 cell count max = .
CCN(CC(=O)NCc1cccs1)CC(=O)Nc1c(Cl)ccc(C)c1Cl
  Lipid storage S3 = ?
  Lipid storage S3 cell count max = .
O=C(Cc1ccc2c(c1)CCCC2)Nc1ccccc1Cl
  Lipid storage S3 = ?
  Lipid storage S3 cell count max = .
O=C(CSc1nc2ccccc2c(=O)n1-c1ccc(OC(F)F)cc1)NC1CC1
  Lipid storage S3 = 15%
  Lipid storage S3 cell count max = 10
COc1ccccc1S(=O)(=O)Cc1ccc(C(=O)NC2CC2)o1
  Lipid storage S3 = ?
  Lipid storage S3 cell count max = .
CCOc1ccc(CCNC(=O)C(C)N2C(=O)CC(C)(C)Sc3ccccc32)cc1 (stereo unspecified)
  Lipid storage S3 = -3%
  Lipid storage S3 cell count max = -10
CCOc1ccc(Nc2nc(N)nc(CCl)n2)cc1
  Lipid storage S3 = 5%
  Lipid storage S3 cell count max = -2

Cc1nc2ccc(Nc3nc4cc(S(=O)(=O)N5CCOCC5)ccc4o3)cc2s1
  Lipid storage S3 = ?
  Lipid storage S3 cell count max = .
O=C(CSc1nc2ccccc2c(=O)n1Cc1ccco1)c1ccc(F)cc1
  Lipid storage S3 = ?
  Lipid storage S3 cell count max = .
c1ccc(-c2cn3cccnc3n2)cc1
  Lipid storage S3 = ?
  Lipid storage S3 cell count max = .
CC(C)NC(=O)c1cccc2c1-c1ccccc1C2=O
  Lipid storage S3 = -14%
  Lipid storage S3 cell count max = 0
COC(=O)Nc1ccccc1C(=O)N1CCC(O)(c2ccc(Cl)cc2)CC1
  Lipid storage S3 = 10%
  Lipid storage S3 cell count max = 13
CCN(C(=O)CSc1nc2cc(Cl)ccc2c(=O)n1CC(C)C)C1CCS(=O)(=O)C1 (stereo unspecified)
  Lipid storage S3 = 3%
  Lipid storage S3 cell count max = 4
O=C(Cn1ccc(C(F)(F)F)n1)N/N=C/c1ccc2c(c1)OCO2
  Lipid storage S3 = 11%
  Lipid storage S3 cell count max = 5
Cc1ccc(NC(=O)Cn2c(=O)c3cccn3c3ccccc32)cc1
  Lipid storage S3 = ?
  Lipid storage S3 cell count max = .
CCCn1c(SCC(=O)NCCc2ccccc2)nnc1-c1cccnc1
  Lipid storage S3 = ?
  Lipid storage S3 cell count max = .
COc1cc(C(=O)Oc2ccccc2/C=N/NC(=O)c2ccc(Cl)cc2)cc(OC)c1OC
  Lipid storage S3 = ?
  Lipid storage S3 cell count max = .
CC(NC(=O)c1ccco1)c1nc(-c2ccccc2)no1 (stereo unspecified)
  Lipid storage S3 = 26µM*
  Lipid storage S3 cell count max = 24*
Cc1cc(C)c(C#N)c(SCc2nnc(-c3ccccc3[N+](=O)[O-])o2)n1
  Lipid storage S3 = -1%
  Lipid storage S3 cell count max = -1
CCN1CCN(C(=O)c2ccc(OCC(=O)Nc3ccc(F)cc3)c(OC)c2)CC1
  Lipid storage S3 = ?
  Lipid storage S3 cell count max = .
O=C(OC(C(=O)NCc1ccc2c(c1)OCO2)c1ccncc1)c1ccc(Cl)nc1 (stereo unspecified)
  Lipid storage S3 = 13%
  Lipid storage S3 cell count max = -5
CCOc1cc(/C=C2/C(=N)N3OC(C)=CC3=NC2=O)ccc1OCCOc1ccccc1
  Lipid storage S3 = ?
  Lipid storage S3 cell count max = .
CCCCNC(=O)CSc1nnc(Cc2ccc(Cl)c(Cl)c2)c(=O)[nH]1
  Lipid storage S3 = ?
  Lipid storage S3 cell count max = .
Cc1cc(C(=O)COC(=O)Cc2ccc(Br)cc2)c(C)n1C
  Lipid storage S3 = ?
  Lipid storage S3 cell count max = .
CC(Oc1ccc(F)cc1)C(=O)Nc1cc(S(=O)(=O)N2CCCCC2)ccc1N1CCOCC1 (stereo unspecified)
  Lipid storage S3 = ?
  Lipid storage S3 cell count max = .
CCN(CC1COc2ccccc2O1)C(=O)CN1C(=O)NC(C)(c2ccccc2)C1=O (stereo unspecified)
  Lipid storage S3 = ?
  Lipid storage S3 cell count max = .
C=CCc1c(C)nc2c(OC)cccc2c1Cl
  Lipid storage S3 = 14%
  Lipid storage S3 cell count max = 9
COCCNC(=O)C(c1ccccc1)N(CCOC)C(=O)Cn1nnc2ccccc21 (stereo unspecified)
  Lipid storage S3 = 10%
  Lipid storage S3 cell count max = 0
CCc1ccc2nc(N(CCCN(C)C)C(=O)c3ccc(S(=O)(=O)N4CCCc5ccccc54)cc3)sc2c1
  Lipid storage S3 = 16%
  Lipid storage S3 cell count max = -12
COCCn1c(SCc2ccc(OC)c(F)c2)nc2ccccc2c1=O
  Lipid storage S3 = -4%
  Lipid storage S3 cell count max = -17
COc1cc(C)nc(N(C)C(C)=O)n1
  Lipid storage S3 = -6%
  Lipid storage S3 cell count max = -4
COc1ccc(S(=O)(=O)N2CCc3ccccc32)cc1C(=O)O
  Lipid storage S3 = ?
  Lipid storage S3 cell count max = .

# Ordered by molar mass (highest first): part of the list above
CCOc1cc(/C=C2/C(=N)N3OC(C)=CC3=NC2=O)ccc1OCCOc1ccccc1
  Lipid storage S3 = ?
  Lipid storage S3 cell count max = .
COCCNC(=O)C(c1ccccc1)N(CCOC)C(=O)Cn1nnc2ccccc21 (stereo unspecified)
  Lipid storage S3 = 10%
  Lipid storage S3 cell count max = 0
CCCCNC(=O)CSc1nnc(Cc2ccc(Cl)c(Cl)c2)c(=O)[nH]1
  Lipid storage S3 = ?
  Lipid storage S3 cell count max = .
COc1cc(C)nc(N(C)C(C)=O)n1
  Lipid storage S3 = -6%
  Lipid storage S3 cell count max = -4

# Complete entries, looked up by structure:
# CC1CCCN(S(=O)(=O)c2ccc(S(=O)(=O)NC(C)c3cccs3)cc2)C1 (stereo unspecified) as listed: Lipid storage S3: ?; Lipid storage S3 cell count max: .
# COCCNS(=O)(=O)c1ccc(F)c(OC)c1 as listed: Lipid storage S3: 21µM*; Lipid storage S3 cell count max: 2.2*

# (listing goes on)
Cc1cccc(N2CC(C(=O)Nc3nnc(SCC(=O)N4CCOCC4)s3)CC2=O)c1 (stereo unspecified)
  Lipid storage S3 = ?
  Lipid storage S3 cell count max = .
CCn1c(-c2cccn(Cc3ccc(Cl)cc3Cl)c2=O)n[nH]c1=S
  Lipid storage S3 = 30%
  Lipid storage S3 cell count max = 10
COc1ccc(C2C(C(=O)Nc3cccc(C)n3)c3ccccc3C(=O)N2C)cc1 (stereo unspecified)
  Lipid storage S3 = 14%
  Lipid storage S3 cell count max = 9
O=C(CSc1nnnn1-c1ccc(F)cc1)NC1CCCCC1
  Lipid storage S3 = ?
  Lipid storage S3 cell count max = .
Cc1ccc(N(C(=O)c2ccc3c(c2)OCO3)C2C=CS(=O)(=O)C2)cc1C (stereo unspecified)
  Lipid storage S3 = -1%
  Lipid storage S3 cell count max = 20
CC(C)OCCCNC(=O)c1ccc2c(c1)ncn2C1CCCC1
  Lipid storage S3 = 17%
  Lipid storage S3 cell count max = 17
COc1ccc(NC(=O)CSCC(=O)N(C)Cc2c(F)cccc2Cl)cc1
  Lipid storage S3 = ?
  Lipid storage S3 cell count max = .
CCSCc1nnc(SCC(=O)Nc2nccs2)n1CC
  Lipid storage S3 = -8%
  Lipid storage S3 cell count max = 3
Cc1ccc(S(=O)(=O)CCC(=O)NCCC2=CCCCC2)cc1
  Lipid storage S3 = 22%
  Lipid storage S3 cell count max = 18
Cc1cc(C)nc(NC(=O)c2ccc(OC(C)C)cc2)n1
  Lipid storage S3 = i
  Lipid storage S3 cell count max = 8
COc1ccc(NC(=O)CSc2nc3ccccc3c3nc4ccccc4n23)cc1
  Lipid storage S3 = -4%
  Lipid storage S3 cell count max = 9
Cc1nc2ncnn2c(C)c1CCC(=O)NC(C)CCc1ccco1 (stereo unspecified)
  Lipid storage S3 = -27%
  Lipid storage S3 cell count max = -25
Cc1ccc(-c2csc(NC(=O)COc3ccc(N(C)S(=O)(=O)c4ccc(C)cc4)cc3)n2)cc1
  Lipid storage S3 = 6%
  Lipid storage S3 cell count max = 0
CCN(CC(=O)Nc1ccc(NC(C)=O)cc1)C(=O)/C=C/c1ccc([N+](=O)[O-])cc1
  Lipid storage S3 = ?
  Lipid storage S3 cell count max = .
Cc1cnc(NC(=O)c2cc3c(C)nn(-c4ccccc4)c3s2)s1
  Lipid storage S3 = ?
  Lipid storage S3 cell count max = .
C[C@H](NC(=O)c1ccccc1Cl)C(=O)OC(C(=O)Nc1cc(C(F)(F)F)ccc1Cl)c1ccccc1 (stereo partly specified)
  Lipid storage S3 = ?
  Lipid storage S3 cell count max = .
O=C(CCC(=O)c1cccs1)NNC(=O)c1ccc(Cl)cc1
  Lipid storage S3 = ?
  Lipid storage S3 cell count max = .
O=C1c2ccccc2NC(c2ccccc2)N1CCCN1CCOCC1 (stereo unspecified)
  Lipid storage S3 = -5%
  Lipid storage S3 cell count max = 13
O=C(NCc1cccs1)c1ccc([N+](=O)[O-])cc1
  Lipid storage S3 = 18%
  Lipid storage S3 cell count max = 2
O=C(N1CCCCCC1)N1CCN(C(=O)N2CCOCC2)CC1
  Lipid storage S3 = i
  Lipid storage S3 cell count max = .
